TAAR1 antagonist = human TAAR1 antagonists, primary screen, Fluo-8 calcium fluorescence, CHO RD-HGA16 cells; inhibition, % at 3 µM; 1.5% of 360,000 active; antagonist; AID 624466, 2012; Trace amine-associated receptor 1 (Homo sapiens), Q96RJ0;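 active means inhibition above a per-plate cutoff, the mean inhibition of test compounds on that plate plus 3 SD, cut at about 49% in these data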;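 further: 0% = DMSO plus EC80 beta-PEA response and 100% = DMSO alone without agonist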
Target sequence (Q96RJ0 whole entry, looked up): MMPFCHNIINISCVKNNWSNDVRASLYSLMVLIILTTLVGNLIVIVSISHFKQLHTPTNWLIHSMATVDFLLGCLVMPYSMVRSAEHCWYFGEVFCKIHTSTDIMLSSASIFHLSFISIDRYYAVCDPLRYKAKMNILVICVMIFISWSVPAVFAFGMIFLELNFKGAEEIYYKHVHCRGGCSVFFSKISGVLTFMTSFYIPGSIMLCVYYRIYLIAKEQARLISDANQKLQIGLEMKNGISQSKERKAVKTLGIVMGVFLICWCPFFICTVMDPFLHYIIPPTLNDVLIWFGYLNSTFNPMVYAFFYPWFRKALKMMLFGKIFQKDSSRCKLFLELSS
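Assay system: CHO-derived RD-HGA16 cells stably expressing human TAAR1 plus Gα16. Timing: 140 s kinetic read after compound, 140 s after agonist. Technique: kinetic Fluo-8 calcium fluorescence measurement. Measure: % inhibition of agonist calcium response.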
M1 antag = human M1 muscarinic receptor antagonists, primary screen, CHO-K1 cells, Fluo-8 calcium fluorescence, 1536-well | Muscarinic acetylcholine receptor M1 (Homo sapiens), P11229 | 1.3% of 360,000 active | inhibition, % at 3 µM | CHO-K1 hM1, ACh EC80 antagonist | AID 588852, 2011;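 active means percent inhibition above its own plate's cutoff, namely the mean of that plate's compound wells plus 3 SD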;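 further: peak over basal fluorescence ratio during 140 s after agonist addition; 0% = ACh EC80 plus DMSO and 100% = DMSO alone without agonist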
V1aR counter = agonists of human V1a receptor, primary screen, counter-screen for OXTR agonist project, fluorescence, CHO-V1R cells; Vasopressin V1a receptor (Homo sapiens), P37288; activation, % at 3 µM; Fluo-8 calcium fluorescence, agonist mode; 0% DMSO, 100% 3 nM vasopressin; 0.25% of 320,000 active;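 active means activation above the mean activation of all tested compounds plus 3 SD, per screening run, cut at about 20% in these data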;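 further: signal is peak over basal fluorescence ratio across a 100 second FLIPR read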
Target sequence (P37288 whole entry, looked up): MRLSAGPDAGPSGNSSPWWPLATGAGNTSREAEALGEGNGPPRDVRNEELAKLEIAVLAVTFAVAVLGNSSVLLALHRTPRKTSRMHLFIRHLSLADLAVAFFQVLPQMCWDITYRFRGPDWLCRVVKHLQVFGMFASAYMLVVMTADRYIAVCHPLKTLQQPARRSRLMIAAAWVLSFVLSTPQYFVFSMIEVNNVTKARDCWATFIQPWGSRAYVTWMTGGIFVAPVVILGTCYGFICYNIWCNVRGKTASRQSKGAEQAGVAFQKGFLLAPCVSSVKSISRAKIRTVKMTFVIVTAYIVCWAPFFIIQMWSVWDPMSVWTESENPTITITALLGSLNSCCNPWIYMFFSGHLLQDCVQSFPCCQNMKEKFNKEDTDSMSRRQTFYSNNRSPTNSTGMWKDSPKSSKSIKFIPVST
OXTR ag = human OXTR agonists, primary screen, fluorescence, CHO-OTR cells, Fluo-8 calcium; 0.32% of 320,000 active; Oxytocin receptor (Homo sapiens), P30559; Fluo-8 calcium fluorescence; normalized: DMSO 0%, oxytocin 100%; activation, % at 3 µM;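 active means activation above the mean of all tested compounds plus 3 SD, cutoff set per screening run, cut at about 20% in these data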;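 further: peak over basal fluorescence ratio from a 100 s FLIPR kinetic read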
CHRM1 PAM = human M1 muscarinic receptor positive allosteric modulators, primary screen, CHO-K1 cells, Fluo-8 calcium fluorescence, 1536-well; Muscarinic acetylcholine receptor M1 (Homo sapiens), P11229; 0.088% of 360,000 active; CHO-K1 hM1, ACh EC20; 0% = ACh EC20, 100% = maximal ACh; activation, % at 3 µM; in the data active means activation above about 19%, passing the limit was not always enough
CHO parental Ca = ATP-evoked calcium signal inhibitors, parental CHO, primary screen, counter-screen for OX1R antagonist project, cell-based, fluorescence, Fluo-8 calcium dye; 0.63% of 330,000 active; AID 463079, 2010; parental CHO-K1, ATP-induced calcium, Fluo-8 fluorescence; inhibition, % at 5.6 µM;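 active means inhibition above that plate's mean sample inhibition plus 3 SD, cut at about 26% in these data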;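 further: 0% = ATP-challenged DMSO wells and 100% = DMSO wells without ATP; some compounds past the cut are filed as inactive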
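Measured by: calcium-sensitive Fluo-8 fluorescence / Test system: CHO parental line / Controls: ATP-challenged DMSO wells low, unchallenged DMSO wells high / Measure: % inhibition / Compound: single nominal dose of 5.6 µM per compound / Replicates: single well per compound, no replicates / Reagent: ATP as calcium-mobilizing challenge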
TAAR1 ag = human TAAR1 agonists, primary screen, Fluo-8 calcium fluorescence, CHO RD-HGA16 cells; AID 624467, 2012; activation, % at 3 µM; 0.99% of 360,000 active; Trace amine-associated receptor 1 (Homo sapiens), Q96RJ0; vehicle wells 0%, saturating PEA agonist 100%;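 active means activation above the mean activation of all test compounds in the run plus 3 SD, cut at about 38% in these data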
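Assay system – CHO-derived RD-HGA16 cells with stable Gα16 and human TAAR1 · Compound dosing – one-point dosing at 3 µM (nominal) · Incubation – 17-24 h seeding, 75 min 37 °C dye, 30 min RT · Measured by – kinetic Fluo-8 calcium fluorescence · Control set – DMSO vehicle as 0%, PEA at EC100 as 100% · Repeats – single well for each compound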
CHRM1 agonist = human M1 muscarinic receptor agonists, primary screen, Fluo-8 calcium fluorescence, CHO-K1 cells, HTS; Muscarinic acetylcholine receptor M1 (Homo sapiens), P11229; activation, % at 3 µM; 0.33% of 360,000 active; CHO-K1 hM1, agonist mode; 0% DMSO, 100% acetylcholine EC100;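 active means activation above the run's mean compound activation plus 3 SD, cut at about 16% in these data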;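 further: peak over basal fluorescence ratio within a 140 s kinetic read after compound addition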
OXTR potentiate = human OXTR potentiators, primary screen, fluorescence, CHO-OTR cells, Fluo-8 calcium | AID 2445, 2010 | 0.061% of 320,000 active | Fluo-8 calcium fluorescence, potentiator mode; 0% = oxytocin EC15, 100% = EC100 | activation, % at 3 µM | Oxytocin receptor (Homo sapiens), P30559;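 active means activation above that plate's cutoff, the mean activation of tested compounds plus 3 SD, cut at about 6.6% in these data, passing the limit was not always enough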;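 further: 100% uses oxytocin at 75 nM as the full agonist control; some results filed as inactive read as strong as hits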
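test system = CHO-OTR cells, human receptor | compound = single-point 3.0 µM | schedule = 6 min compound pre-incubation at room temperature, 100 s kinetic read | signal = Fluo-8 no-wash calcium dye fluorescence, excitation 470-495 nm, emission 515-575 nm | repeats = single well per compound, singlicate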
Numbers without * were called inactive; nt = not tested or not shown.

SMILES	TAAR1 antagonist	M1 antag	V1aR counter	OXTR ag	CHRM1 PAM	CHO parental Ca	TAAR1 ag	CHRM1 agonist	OXTR potentiate
CC(C)N1C(=O)NC2(c3ccccc3)N(C)C(=O)N(C)C12c1ccccc1 (stereo not given)	-14.2	-8.7	-0.6	-2.2	3.4	-6.6	0.7	-3.2	-6.4
O=C(NCc1ccc(-c2nc3ccccc3s2)cc1)c1cc2ccccc2o1	-26.5	-4.3	-0.2	-0.8	7.5	-10.5	16.7	-3.7	-0.1
COc1ccccc1NC(=O)NC(=O)c1ccccc1	14.9	-15.1	1.2	0.4	9.4	-5.4	0.1	-3.3	-5.1
CCC(=O)N(C)CCc1cc2c(c(OC)c1/C=N/NC(=O)[C@H]1C[C@@H]1c1ccccc1)OCO2	4.4	-13.9	-1.6	-3.0	5.7	-11.4	2.7	-2.6	-5.3
COc1ccc(NC(=O)COC(=O)C23CC4CC(CC(NC(C)=O)(C4)C2)C3)cc1S(=O)(=O)N1CCOCC1	-0.6	-21.4	0.7	1.0	10.4	-12.9	6.3	-0.6	0.7
CC(=O)NC(CC(=O)Nc1nc(-c2ccccc2)c(C(C)=O)s1)c1ccccc1 (stereo not given)	3.6	-5.0	3.1	4.2	2.1	-17.4	1.7	-2.6	0.7
CNC(=O)c1ccc(N(Cc2ccccc2)S(C)(=O)=O)cc1	-3.9	-24.9	0.9	0.9	8.2	-7.3	4.8	-0.7	-5.3
Cc1[nH]n(-c2ccccc2)c(=O)c1C(=O)c1cccc(F)c1	-15.3	6.3	0.1	0.2	3.1	-6.5	0.1	-1.9	-4.1
Cc1nnn(-c2nonc2N)c1C(=O)N/N=C/c1ccccc1O	5.6	-12.3	1.4	0.5	7.0	-4.9	1.0	-8.0	-4.5
CCCNC(=O)NCCc1c(C)[nH]c2ccccc12	-1.5	-6.4	-0.1	-0.4	12.6	-7.7	0.6	-0.1	-5.6
COc1ccc(N2CCN(C(=O)CCC(=O)N3Cc4ccccc4Oc4ncccc43)CC2)cc1	-8.8	2.4	0.5	-1.7	8.0	-26.1	-0.4	-7.0	-13.0
O=C(NCCCN1CCCCC1)c1ccc2c(c1)NC(=O)C(N1CCOCC1)S2 (stereo not given)	5.6	-0.8	-0.4	0.0	0.8	-12.4	4.0	-8.2	1.2
CCOC(=O)c1c(-c2ccc(C)cc2)csc1NC(=O)c1ccc(N2C(=O)CCC2=O)cc1	9.5	3.7	1.4	0.2	-0.3	-12.3	1.6	-1.6	-7.3
Cc1ccc(OCC(=O)NCCO)c(Br)c1	-22.8	-12.9	-0.5	-1.1	8.9	10.0	2.0	-2.8	4.4
O=C(CNS(=O)(=O)c1ccc(F)cc1)N1CCN(c2ccccc2)CC1	-9.6	3.5	3.8	4.3	-3.9	-10.4	5.5	-1.5	-3.3

In a second layout: two of the compounds above
| SMILES | TAAR1 antagonist | M1 antag | V1aR counter | OXTR ag | CHRM1 PAM | CHO parental Ca | TAAR1 ag | CHRM1 agonist | OXTR potentiate |
| --- | --- | --- | --- | --- | --- | --- | --- | --- | --- |
| COc1ccccc1NC(=O)NC(=O)c1ccccc1 | 14.9 | -15.1 | 1.2 | 0.4 | 9.4 | -5.4 | 0.1 | -3.3 | -5.1 |
| CCC(=O)N(C)CCc1cc2c(c(OC)c1/C=N/NC(=O)[C@H]1C[C@@H]1c1ccccc1)OCO2 | 4.4 | -13.9 | -1.6 | -3.0 | 5.7 | -11.4 | 2.7 | -2.6 | -5.3 |

(further entries)
SMILES	TAAR1 antagonist	M1 antag	V1aR counter	OXTR ag	CHRM1 PAM	CHO parental Ca	TAAR1 ag	CHRM1 agonist	OXTR potentiate
COc1ccc(CCNC(=O)c2c(C)nn(CC(C)C)c2Cl)cc1	6.9	-25.4	0.9	-2.1	1.0	-4.9	-1.6	0.8	-8.5
Cc1c(C(=O)Nc2ccc(N3CCOCC3)cc2)cccc1[N+](=O)[O-]	7.4	-12.2	0.3	1.6	1.2	-4.5	0.3	-3.2	-4.8
C[C@H]1CN(c2ccccc2)C(=O)[C@@H]1CC(=O)Nc1ccc(Br)cc1	18.5	13.9	nt	nt	-12.4	nt	8.2	-0.8	nt
O=C(Nc1ccccn1)Nc1ccccc1[N+](=O)[O-]	8.2	-3.3	-1.0	-1.9	4.6	-4.3	4.2	-5.9	-5.1
Cc1ccc2[nH]c3c(=O)n(CC(=O)NCc4ccco4)ncc3c2c1	-15.7	-5.2	0.4	0.3	5.5	7.3	1.5	-1.5	-4.3
CN(C)C(CNC(=O)CCCOc1ccccc1)c1ccco1 (stereo not given)	1.8	-1.9	0.7	0.3	0.6	-6.8	5.6	-6.4	-12.0
COc1ccccc1Oc1c(C)oc2c(CN(C)C)c(O)ccc2c1=O	-8.0	-4.3	1.1	-1.0	2.0	-8.1	3.4	-3.2	-3.9
CSc1ccc(/C=C/C(=O)NC(=O)c2ccccc2O)cc1	15.2	21.1	8.4	12.3	-4.3	-14.6	8.0	-0.6	-11.7
Cc1ccc(-n2c(C)cc(/C=N/NC(=O)c3ccc(CN4CCOCC4)cc3)c2C)cc1	21.3	9.7	0.4	-0.5	-6.7	-16.3	0.2	-7.2	-6.3
O=C(NC1CCCc2ccccc21)c1cncc(Br)c1 (stereo not given)	2.8	-21.6	-1.2	-1.5	8.9	-10.1	-1.7	-5.2	-15.4
CCOc1ccc(C(=O)COC(=O)CC)cc1	8.2	1.9	-0.3	-0.3	-3.5	-13.1	4.0	-4.2	-6.0
CCN(CC)C(=O)CNC(=O)c1nn(-c2ccc(OC)c(Cl)c2)c(=O)c2ccccc12	14.1	-5.3	0.2	-1.6	0.4	-26.5	4.6	-4.3	-7.5
CC(=O)Cn1c2ccccc2n2nc(CCC(=O)O)c(=O)nc12	-3.8	-6.8	-0.3	0.4	10.8	0.1	7.9	-5.4	-5.1
CC1CCCCC1NC(=O)COC(=O)c1ccc2ncsc2c1 (stereo not given)	6.3	10.3	0.4	0.3	-1.6	-13.0	10.7	-2.4	-4.0
O=C(CSc1nnc(-c2ccccc2)o1)Nn1cnnc1	17.0	-5.6	1.0	0.7	9.1	-5.2	5.9	-2.6	-1.6
CCOC(=O)CCc1c(C)nc2cc(-c3ccc(Cl)cc3)[nH]n2c1=O	-9.9	-1.3	-1.1	-1.9	0.5	-0.2	5.5	-3.5	-13.9
CCN1CCN(c2ccc(S(=O)(=O)N3CCOCC3)cc2NC(=O)C(C)Oc2ccc(Cl)cc2)CC1 (stereo not given)	2.1	-21.9	1.0	3.0	10.2	-22.1	1.0	-5.0	-8.8
O=S(=O)(c1ccccc1)N1CCN(C/C=C/c2ccccc2)CC1	-18.6	-6.1	5.8	0.2	1.1	-20.7	-0.8	-4.6	-7.7
CCOc1ccc(S(=O)(=O)NCc2ccccc2Cl)cc1C(N)=O	-14.2	-1.2	3.3	2.8	7.2	-3.1	6.4	1.3	-5.4
CC1CCN(c2ccc(NC(=O)Cc3ccccc3)cc2)CC1	53.1*	-5.8	-0.7	2.1	5.2	31.5	84.2*	-11.1	-8.7
Cc1c(C(=O)O)c(=S)sn1CCOc1ccccc1	2.4	-5.8	nt	nt	8.8	nt	10.3	-1.3	nt
Cc1cc(C)cc(NC(=S)NCc2cccs2)c1	12.2	0.9	1.2	-2.8	2.7	-21.0	-1.8	-3.8	-7.5
O=C(Cc1ccc(Cl)cc1)c1ccc(O)cc1	10.7	17.0	0.9	1.8	-10.1	-4.6	0.8	0.0	-5.7
COc1ccc(/C=C2\SC(=N)N(c3nccs3)C2=O)cc1OC	12.7	13.3	2.1	1.7	-15.1	26.4*	1.7	-2.5	-7.4
C/C(=N\NS(C)(=O)=O)c1ccccc1	-13.6	-4.8	0.1	0.3	5.5	-7.6	5.0	-0.7	-12.5
COCC(=O)N(CCc1ccc(OC)cc1)Cc1nc2ccccc2c(=O)[nH]1	3.2	-26.6	1.2	-1.3	2.3	-22.3	1.5	-0.1	-20.2
CN(Cc1ccccc1)C(=O)COC(=O)CCN1C(=O)C2CC=CCC2C1=O (stereo not given)	7.1	0.2	1.1	1.4	3.6	-15.5	1.8	-3.5	0.4
O=C(CNC(=O)N1CC(=O)Nc2ccccc21)NCc1ccccc1	-13.4	-9.1	0.6	0.6	9.6	-4.1	1.3	0.6	-3.8
COc1cc2c(cc1C=O)OC(C)C2 (stereo not given)	9.2	6.7	0.6	0.1	2.4	0.9	9.2	-2.6	4.9
O=C(NCCN1C(=O)S/C(=C\c2ccc(Cl)cc2Cl)C1=O)C1=COCCO1	6.4	-7.3	6.1	3.4	5.0	-2.5	4.8	-1.0	-19.9
CC(C)CNC(=O)CSc1nnc(-c2cccc(S(=O)(=O)N3CCCCC3)c2)o1	-11.6	-14.0	-0.8	-0.6	4.7	-12.7	7.0	-2.0	-8.7
O=C(CC(C(=O)O)P(=O)(c1ccccc1)c1ccccc1)c1ccc(Br)cc1 (stereo not given)	-2.0	-10.3	0.7	0.9	-2.5	-10.8	0.8	-0.3	-4.0
CN(Cc1nc(-c2cnccn2)no1)Cc1n[nH]c2c1CCCCC2	-1.5	-15.6	0.1	-0.5	11.0	-23.7	-0.6	-4.7	-8.4
Nn1c(SCC(=O)N2CCCC2)nnc1-c1cccs1	-7.2	-5.0	nt	nt	3.2	nt	0.7	-4.0	nt
COc1ccc(C(=O)COc2ccc(F)cc2)c(O)c1C	nt	-2.9	-0.4	-1.9	0.1	-2.9	nt	-10.3	-10.8
COc1ccc(S(=O)(=O)N2CCOCC2)cc1NC(=O)COC(=O)c1[nH]c(C)c(C(C)=O)c1C	-10.9	-3.6	1.6	-0.1	4.9	-20.9	6.2	0.2	-3.5
O=C(N=C1SC2CS(=O)(=O)CC2N1c1c(Cl)cccc1Cl)C1CC1 (stereo not given)	-28.4	-11.2	0.5	0.5	11.8	3.2	4.8	-0.5	-8.4
O=C(COc1ccc2ccc(=O)oc2c1)NCCCN1CCCC1=O	-16.2	-4.2	0.8	-0.1	-0.1	-4.4	0.9	-2.4	-7.2
Cc1cc(N)cc(C)c1-c1c(Br)cc(N)cc1Br	9.8	0.9	nt	nt	-0.4	nt	-2.3	-4.7	nt
